# Compound activity as filed in PubChem BioAssay.
# CIT2 TOR yeast: modulators of TOR pathway CIT2-GFP in S. cerevisiae; S. cerevisiae CIT2-GFP strain, flow cytometry, 3 h; 100 means same as DMSO wells; GFP response vs DMSO, % at 10 µM; 320,000 tested, 0.065% active;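 active = GFP response relative to DMSO above a set limit, near the screen mean plus 3 SD, cut at about 150% in these data; inconclusive = Fewer than 70 cells measured for a yeast strain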;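 also: ratio of well median GFP fluorescence to mean of DMSO wells on the plate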
# AGP1-GFP MLPCN: yeast TOR pathway AGP1-GFP modulation | GFP response vs DMSO, % at 10 µM | 320,000 tested, 0.02% active | S. cerevisiae AGP1-GFP multiplex flow cytometry, 3 h; GFP as percent of DMSO wells;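 active = GFP response relative to DMSO above a set limit, near screen average plus 3 SD, cut at about 150% in these data; inconclusive = fewer than 70 cells counted for the yeast strain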;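 also: median GFP channel fluorescence of the gated AGP1 strain per well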
# VLA-4 inh: inhibition in a human VLA-4 binding assay; P13612; VLA-4 expressing cells, ligand binding flow cytometry; inhibition, % (about 7 µM as worked out from the volumes in the protocol); 330,000 tested, 0.2% active; in the data active = inhibition above about 50%
# Target sequence (P13612 whole entry, looked up): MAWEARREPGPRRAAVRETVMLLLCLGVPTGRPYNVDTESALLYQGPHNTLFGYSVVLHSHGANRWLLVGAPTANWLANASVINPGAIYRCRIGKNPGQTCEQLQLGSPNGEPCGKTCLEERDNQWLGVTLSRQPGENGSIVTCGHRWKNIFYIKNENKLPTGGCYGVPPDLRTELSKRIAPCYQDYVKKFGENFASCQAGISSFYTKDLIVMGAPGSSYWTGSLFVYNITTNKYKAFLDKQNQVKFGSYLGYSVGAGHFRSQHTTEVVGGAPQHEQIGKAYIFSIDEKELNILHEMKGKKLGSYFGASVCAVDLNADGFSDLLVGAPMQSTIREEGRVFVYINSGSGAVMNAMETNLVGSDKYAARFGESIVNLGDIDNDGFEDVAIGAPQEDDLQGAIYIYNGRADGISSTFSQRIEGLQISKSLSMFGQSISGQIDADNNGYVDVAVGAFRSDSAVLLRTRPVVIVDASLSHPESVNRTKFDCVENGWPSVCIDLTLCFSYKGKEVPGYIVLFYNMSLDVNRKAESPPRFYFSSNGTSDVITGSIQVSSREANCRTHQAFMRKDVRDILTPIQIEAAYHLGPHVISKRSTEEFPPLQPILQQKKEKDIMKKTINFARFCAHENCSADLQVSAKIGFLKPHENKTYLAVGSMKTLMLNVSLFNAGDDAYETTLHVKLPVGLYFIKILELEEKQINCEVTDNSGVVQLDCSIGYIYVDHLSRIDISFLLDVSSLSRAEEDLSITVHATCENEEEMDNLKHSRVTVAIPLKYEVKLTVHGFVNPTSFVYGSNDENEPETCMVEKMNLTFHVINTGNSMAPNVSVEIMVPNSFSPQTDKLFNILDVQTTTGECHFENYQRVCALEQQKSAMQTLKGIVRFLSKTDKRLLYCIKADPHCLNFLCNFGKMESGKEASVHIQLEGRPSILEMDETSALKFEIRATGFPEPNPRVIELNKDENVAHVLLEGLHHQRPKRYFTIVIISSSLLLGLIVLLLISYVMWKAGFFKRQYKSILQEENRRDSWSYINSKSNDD
# MEX-5 binding: C. elegans MEX-5 TCR-2 RNA binding activity. Q9XUB2. MEX-5/FITC-TCR2 RNA binding, fluorescence polarization; active compounds read low. activity score (negative = inhibition of binding), % at 10 µM. 300,000 tested, 0.38% active;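 active = inhibition past about -25% in most replicates, and total fluorescence under double the plate's negative control median, limit read from the data; inconclusive = replicates evenly split on the limit, or fluorescence at least double controls; inactive = too little inhibition in most replicates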;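 also: 0% = DMSO and -100% = 5 µM competing unlabeled TCR2 RNA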
# MCL1 BIM primary: disrupts human MCL1 binding to BIM-BH3 peptide; GST-MCL1 / FITC-Bim-BH3 fluorescence polarization; inhibition, % at 10.9 µM; 320,000 tested, 0.68% active;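 active = inhibition above the mean inhibition of all tested compounds plus 3 SD, set per campaign, cut at about 40% in these data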;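 also: 0% = DMSO wells and 100% = unlabeled Bim-BH3 peptide control; higher means more loss of mP so more displacement of Bim peptide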
# GLD-1 TGE inh: GLD-1-TGE RNA interaction inhibition (C. elegans); Q17339; purified GLD-1 + fluorescein TGE RNA, fluorescence polarization; inhibition, % at 5.96 µM; 320,000 tested, 0.44% active; AID 2280;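 active = percent inhibition above a per-plate cutoff, the plate mean of test compounds plus 3 SD, cut at about 30% in these data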;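 also: 0% = DMSO wells with GLD-1 and probe and 100% = wells lacking GLD-1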
# BCLXL inh: inhibitors of human Bcl-xL; Q07817; 320,000 tested, 0.7% active; AID 2129; GST-Bcl-xL / FITC-Bim BH3 peptide fluorescence polarization; inhibition, % at 10.9 µM;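 active = inhibition above the mean of all tested compounds plus 3 SD, cutoff set per campaign, cut at about 30% in these data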;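 also: 0% = DMSO wells and 100% = unlabeled Bim-BH3 peptide competitor; inhibitors lower millipolarization by displacing the labeled peptide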
# GRK2 inh: human GRK2 inhibition via aptamer displacement | P25098 | bead flow cytometry, FAM-aptamer displacement from GRK2 | inhibition of aptamer binding, % at 10 µM | 330,000 tested, 0.59% active;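 active = inhibition of aptamer binding above 40%, roughly 3 SD of noise, on plates passing a quality check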;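 also: median bead fluorescence of bound FAM aptamer so fluorescent compounds give negative values; no value below 0 was filed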
# CR mimetic SO: yeast age-related superoxide inhibition as caloric restriction mimetic. S. cerevisiae aged cells, superoxide DHE fluorescence; active compounds read low. superoxide response (% of plate mean), % at 10 µM. 330,000 tested, 0.18% active;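 active = superoxide response under a set limit, about three screen SD below normal, cut at about 65% in these data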;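 also: yeast aged for seven days with compound at 30 °C before DHE staining; 100% = average MFI of all compound-treated wells on the plate with controls excluded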
# An asterisk follows results filed as active; ? = inconclusive; . = not tested or not shown.
SMILES,CIT2 TOR yeast,AGP1-GFP MLPCN,VLA-4 inh,MEX-5 binding,MCL1 BIM primary,GLD-1 TGE inh,BCLXL inh,GRK2 inh,CR mimetic SO
Cc1ccc(-c2csc(N(CCO)CCCn3c(C(F)(F)F)nc4ccccc43)n2)cc1,73.3,93.0,3.9,1.6,0.5,12.5,1.4,0.0,99.3
O=C1CCc2cc(S(=O)(=O)N3CCCC3C(=O)N3CCN(c4ccccc4F)CC3)ccc2N1 (stereo not given),104.8,101.5,2.8,.,-1.8,-1.8,0.6,1.0,97.1
COc1ccc(CNC(=O)COC(=O)C2=COCCO2)cc1,.,103.2,4.2,-3.5,4.3,4.0,3.3,14.0,86.1
O=C(COC(=O)/C=C/c1cccc(F)c1)Nc1ccc2[nH]c(=O)[nH]c2c1,103.1,109.9,0.3,3.2,-7.4,0.5,-6.4,0.0,98.9
CC(C)(c1cc(Br)c(O)c(Br)c1)c1cc(Br)c(O)c(Br)c1,?,?,3.9,.,2.5,3.3,6.0,3.0,42.9*
CCSc1nnc(-c2c[nH]c3ccccc23)o1,95.3,89.1,0.9,-2.6,2.1,3.3,0.4,0.0,97.2
COC(=O)c1c(C)oc2ccc(N(C(=O)c3ccncc3)S(=O)(=O)c3ccccc3)cc12,89.5,92.5,5.3,-4.0,0.3,-5.8,7.2,0.0,101.0
COc1ccc(CN2CCN(Cc3cccn3-c3ncccn3)CC2CCO)c(C)c1C (stereo not given),99.3,100.1,-6.3,0.8,8.1,-1.2,3.6,0.0,80.4
CC(=O)c1cccc(-n2nnnc2SCC(=O)NNC(=O)C(C)C)c1,103.7,99.4,2.5,0.2,0.1,2.4,7.9,8.0,95.2
O=C(c1cc(Br)ccc1Cl)N1CCCC1,84.9,97.1,-6.3,-2.4,7.3,13.3,4.1,0.0,99.5

# Part of the list above in order of heavy-atom count, low to high.
SMILES,CIT2 TOR yeast,AGP1-GFP MLPCN,VLA-4 inh,MEX-5 binding,MCL1 BIM primary,GLD-1 TGE inh,BCLXL inh,GRK2 inh,CR mimetic SO
O=C(c1cc(Br)ccc1Cl)N1CCCC1,84.9,97.1,-6.3,-2.4,7.3,13.3,4.1,0.0,99.5
COc1ccc(CNC(=O)COC(=O)C2=COCCO2)cc1,.,103.2,4.2,-3.5,4.3,4.0,3.3,14.0,86.1
Cc1ccc(-c2csc(N(CCO)CCCn3c(C(F)(F)F)nc4ccccc43)n2)cc1,73.3,93.0,3.9,1.6,0.5,12.5,1.4,0.0,99.3
O=C1CCc2cc(S(=O)(=O)N3CCCC3C(=O)N3CCN(c4ccccc4F)CC3)ccc2N1 (stereo not given),104.8,101.5,2.8,.,-1.8,-1.8,0.6,1.0,97.1

# Carrying on.
SMILES,CIT2 TOR yeast,AGP1-GFP MLPCN,VLA-4 inh,MEX-5 binding,MCL1 BIM primary,GLD-1 TGE inh,BCLXL inh,GRK2 inh,CR mimetic SO
Cc1cc(C(=O)NC2CCCc3c2cnn3-c2cc(F)cc(F)c2)nn1C (stereo not given),99.0,95.9,4.3,0.5,4.6,2.6,3.0,0.0,100.0
Cc1cc(Oc2ccc(Br)cc2)nc(SCC(=O)c2ccccc2)n1,88.9,96.2,19.5,1.4,7.2,-2.5,2.8,0.0,103.0
C=CCn1c(COc2ccc(CC)cc2)nnc1SCC(=O)NC1CCS(=O)(=O)C1 (stereo not given),106.9,104.1,8.2,-0.7,0.6,-5.7,1.1,0.0,96.2
Cc1nc(Cc2nnc(SCc3nc(N)nc(Nc4ccccc4C)n3)o2)cs1,88.0,92.0,6.4,-0.3,4.6,-3.3,0.0,0.0,99.5
CC(=O)c1c(C(C)=O)c(C)n(NC(=O)c2ccccc2O)c1C,104.7,100.9,-2.0,1.3,3.5,5.6,5.5,2.0,99.4
CC1CC(C)CN(C(=O)Nc2ccc(Br)cc2)C1 (stereo not given),95.4,94.3,10.2,0.6,-0.8,1.4,-0.8,3.0,93.1
COCCn1c(-c2ccc(F)cc2)nc2oc3cc(OC)ccc3c(=O)c2c1=O,93.5,96.6,-4.1,0.2,0.9,6.2,3.0,2.0,99.8
O=C(NC(Cc1c[nH]c2ccccc12)C(=O)NCc1ccc(F)cc1)OCc1ccccc1 (stereo not given),96.3,96.4,12.7,-0.8,-6.5,-6.1,-4.3,1.0,88.7
CCOC(=O)CN1CC23C=CC(O2)C(C(=O)NC2CCCCCC2)C3C1=O (stereo not given),102.6,105.8,6.9,-1.1,1.2,2.2,3.9,0.0,117.5
CCN(CC)CCC(=O)NC(C)(C)Cc1ccc(O)cc1,102.9,103.8,7.1,0.9,-0.4,2.1,4.4,0.0,96.4
Cc1nnc2n(-c3ccccc3)c(=O)c3c4c(sc3n12)CC(C)CC4 (stereo not given),90.7,85.4,24.2,-0.7,-3.4,2.4,6.3,5.0,128.2
C=CCNc1nc(NC(C)(C)CO)nc(OCC)n1,99.4,102.5,-3.8,0.6,1.2,12.1,6.0,0.0,97.1
CCCCC(CC)CNC(=O)C(Cc1ccccc1)NS(=O)(=O)c1ccc2c(c1)CCC(=O)N2 (stereo not given),78.0,101.5,-3.0,-1.2,6.3,4.3,6.3,1.0,98.7
COc1ccc(NC(=O)CN2CCN(c3ccc(F)cc3)CC2)cc1,95.3,94.5,-0.7,-0.3,1.4,-5.9,-0.7,3.0,92.6
CCc1ccc(CN2CCN(C(=O)c3ccco3)CC2)cc1,96.7,103.1,-0.3,-0.8,0.9,-8.5,1.9,0.0,90.7
Cc1ccc(C(c2nnnn2CCC(C)C)N2CCN(C)CC2)cc1 (stereo not given),101.1,99.4,-4.7,-5.3,7.9,1.8,4.9,0.0,111.4
Cc1cc(C)n2nc(SCC(=O)N(CC(C)C)c3c(N)n(CC(C)C)c(=O)[nH]c3=O)nc2n1,111.2,106.2,3.0,1.2,1.2,-0.9,2.8,1.0,96.1
Cc1nc2c(C(=O)NCCC3=CCCCC3)c[nH]n2c(=O)c1Cl,102.7,101.2,26.5,-1.5,16.6,1.8,8.8,0.0,133.6
O=C(Nc1ccc(S(=O)(=O)NCc2ccccc2)cc1)c1ccccc1[N+](=O)[O-],94.3,101.2,26.1,2.5,9.5,5.0,5.3,0.0,112.7
O=C(c1ccco1)N(Cc1cccc([N+](=O)[O-])c1)c1ccc(Br)cc1,100.0,103.8,-4.4,-0.8,0.7,-5.8,5.8,2.0,109.6
Cc1ccccc1N1C(=O)c2ccccc2NC1c1ccncc1 (stereo not given),97.5,96.5,-2.0,-1.9,8.7,6.7,0.6,4.0,106.6
CCCC1C(C#N)=C(N)Oc2cc(C)n(C)c(=O)c21 (stereo not given),97.2,105.5,3.9,-1.9,3.1,5.3,3.8,4.0,90.5
CC(C)c1ccc2c(c1)[C@H]1OCC[C@H]1[C@@H](c1cccs1)N2,77.7,89.4,-12.2,0.2,3.4,6.0,2.4,4.0,111.2
COc1cc(CCC(=O)OCC(=O)NC(=O)c2ccc(Cl)cc2)cc(OC)c1OC,90.8,95.0,-6.6,-0.7,-7.8,1.0,-9.8,1.0,93.5
COC(=O)c1cccc(NC(=O)CSc2nc(C)cc(=O)[nH]2)c1,92.2,113.2,19.9,-1.5,8.9,6.6,4.2,3.0,97.5
Cc1ccc(S(=O)(=O)Nc2ccc(O)c(Sc3ncn[nH]3)c2)cc1,89.9,94.5,0.8,-17.9,-0.8,-4.0,3.4,4.0,119.7
Cc1ccc(NS(=O)(=O)c2cccs2)nc1,116.5,106.9,5.7,0.5,-5.0,7.4,1.5,6.0,98.0
COC(=O)C1=C(CCc2ccccc2)NC(=O)NC1c1ccc(Cl)cc1 (stereo not given),104.0,106.3,10.2,3.6,-4.8,0.1,0.3,0.0,87.1
O=Nc1ccc(O)c2ncccc12,103.0,104.9,-9.9,-10.0,12.4,1.3,4.9,0.0,96.3
CN(C(=O)CCN1C(=O)C2C3C=CC(C3)C2C1=O)c1ccccc1 (stereo not given),97.8,102.4,-1.0,2.1,7.7,6.1,2.7,8.0,101.0
COc1cccc(/C=N/NC(=O)CSc2nnc(C)n2-c2ccccc2)c1OC,110.0,94.8,9.3,-0.5,-2.3,1.7,0.2,2.0,82.0
CCOC(=O)c1ccc(Oc2nc(NC)nc(OC)n2)cc1,94.3,99.0,13.9,0.3,-4.0,-2.8,3.9,2.0,93.8
Nc1nonc1C(=O)NCCNc1ncccc1[N+](=O)[O-],97.6,97.9,-5.2,-7.8,-7.9,6.5,-4.4,0.0,76.1
O=C(c1cc2ccccc2o1)N1CCN(S(=O)(=O)/C=C/c2ccccc2)CC1,96.6,100.1,7.1,3.1,-0.2,-1.7,1.6,1.0,109.4
CCn1c(CNC(=O)c2ccco2)nnc1SCC(=O)Nc1ccc(Br)cc1F,90.2,99.3,27.1,2.2,-4.8,0.6,-5.1,0.0,94.2
CCOC(=O)N1CCN(C(=O)c2ccc3c(=O)n(CC4CCCO4)c(=S)[nH]c3c2)CC1 (stereo not given),109.0,110.6,12.8,3.1,2.4,8.1,5.2,3.0,91.8
Cc1ccc(NC(=O)C2CCN(S(=O)(=O)c3c(C)n[nH]c3C)CC2)c(C)c1,117.3,97.9,-3.1,-0.5,6.2,-2.1,0.9,0.0,106.4
CC(C)N(C1=N/C(=C\c2ccco2)C(=O)N1c1ccccc1)C(C)C,99.1,110.5,0.5,0.0,0.1,3.6,7.3,0.0,96.1
O=[N+]([O-])c1ccc(S(=O)(=O)N/N=C/c2ccc3c(c2)OCO3)cc1,99.8,92.8,0.7,-3.9,0.0,2.9,-6.1,0.0,117.1
Cc1ccc(-c2noc(CCC(=O)NCc3ccc4c(c3)OCO4)n2)cc1,99.5,105.3,6.3,1.0,-5.5,-1.3,-7.0,0.0,117.3
Cc1cccn2c(=O)c3cc(C(=O)NCC4CCCO4)c(=N)n(CCN4CCOCC4)c3nc12 (stereo not given),?,?,6.0,-6.3,-0.9,-8.0,0.3,0.0,113.3
CCN1CCCC1CNC(=S)Nc1ccc(C(C)=O)cc1 (stereo not given),96.0,92.9,-7.7,-0.5,11.0,5.5,8.1,0.0,94.7
CC(C)=CCN1CCN(Cc2cc(F)ccc2-n2nc(C)cc2C)CC1CCO (stereo not given),101.7,97.4,3.2,-1.0,9.2,5.0,7.5,0.0,117.1
O=C(CN1CCCCC1)Nc1cccc2c1OCO2,98.8,98.2,-6.6,-1.7,2.0,8.3,-0.4,4.0,101.2
COc1ccc(C(=O)c2ccc(CC#N)s2)cc1,101.0,102.8,3.4,2.4,-6.4,0.1,-4.8,4.0,101.1
COc1ccc(C2=NN(c3nc(-c4ccccc4)c(CC(=O)O)s3)C(c3ccco3)C2)cc1 (stereo not given),99.6,95.6,-7.3,.,-3.7,-14.3,4.4,6.0,77.8
COc1c2c(nc3occc13)C(CCC(C)(C)O)(OC)C(O)CC2 (stereo not given),107.2,103.8,-3.2,-7.7,7.1,5.2,0.1,1.0,101.1
CSc1ncccc1C(=O)Nc1ccc(S(=O)(=O)Nc2nccs2)cc1,99.8,98.8,0.7,-11.4,-9.7,7.5,0.3,3.0,104.9
CCC(C)[C@H](NC(=O)Nc1ccc(S(N)(=O)=O)cc1)C(=O)OC (stereo not given in full),100.3,102.8,9.4,-3.4,-0.2,-6.7,1.1,2.0,100.5
COc1cc(-n2c(C)nc3cc(C(=O)O)ccc32)cc(OC)c1OC,100.8,106.8,2.5,2.8,2.8,8.9,4.7,2.0,100.4
